INS promoter inh = TRM-6 insulin promoter activity inhibition; TRM-6 cells (human fetal islet line), insulin promoter-eGFP reporter, imaging; reporter expression induced with tamoxifen; inhibition, % at 2 µM; actives 0.9% (n = 130,000);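 active = inhibition above the mean plus 3 SD, with well images judged a real hit on visual review, cut at about 60% in these data, passing the limit was not always enough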
sdo1 growth = sdo1-depleted yeast growth rescue | S. cerevisiae sdo1-depleted JHY4D growth rescue, OD600 30 h; stronger effect = higher value; pdr5 snq2 efflux-pump mutant strain | z-score at 10 µM | actives 0.21% (n = 140,000) | AID 817;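 active = z-score above 3 at both the 24 hr and the 30 hr optical density reads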;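 also: z-score against mean and SD of all compound wells on the same plate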
sdo1 growth Rescue 24 h = second read-out of sdo1 growth, no call of its own (marks repeat the call); z-score; S. cerevisiae sdo1-depleted JHY4D growth rescue, OD600; measured here: growth rescue at 24 h;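 0 is the plate mean of compound wells and units are plate SD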
Starred values were filed as active, the others as inactive; . = no result given. Rows were taken by chance, and some 0.94% of all compounds hit somewhere here.

sdo1 growth Rescue 24 h,sdo1 growth,INS promoter inh,SMILES
-0.07,-1.03,.,Cn1c(=O)oc2cc(S(=O)(=O)NC3CCCCCCC3)ccc21
-1.42,0.06,40.0,COc1ccccc1C(N)=S
.,.,-30.8,O=S(=O)(c1ccc(Br)cc1)N1CCN=C1SCc1cccnc1
-1.16,-0.32,6.5,Cc1cccc(NC(=O)C23CCC(C)(/C(=N/O)C2)C3(C)C)c1 (stereo not given)
-1.11,-1.86,.,Cc1nnc2n(Cc3ccccc3)c(=O)c3c4c(sc3n12)COC(C(C)C)C4 (stereo not given)
.,.,-29.4,Cc1nc2ccc(NC(=O)c3ccc(Br)o3)cc2s1
-1.01,-1.13,-18.8,O=C(N1CCN(c2cccc(Cl)c2)CC1)C1(c2cccs2)CCOCC1
-0.8,0.06,60.0,COc1ccc2oc(=O)c(C(C)=O)cc2c1
-0.71,-0.12,7.7,CC1CCCCC1NCC(=O)Nc1ccccc1-c1ccccc1 (stereo not given)
0.55,0.38,-28.1,Cc1c(O)ccc(-c2[nH]ncc2-c2nc3ccccc3s2)c1O
1.45,1.13,5.3,CC(C)Oc1ccc(C(=O)O)c(C(=O)O)c1
0.55,0.78,.,Cc1ccc(NC(=O)C2CCCN(S(=O)(=O)c3cnc[nH]3)C2)c(Br)c1 (stereo not given)
.,.,0.0,CCC(C)NC(=O)Cn1c(-c2ccccc2)cc(C(C)=O)c1C (stereo not given)
-0.9,-0.19,.,Cc1ccc(C)c(-n2c(CNC(=O)c3ccco3)nnc2SCC(=O)Nc2nnc(C)s2)c1
0.12,0.7,-9.1,CC(=O)NC1C(OCc2ccccc2)OC(COC(C)=O)C(OC(C)=O)C1OC(C)=O (stereo not given)
.,.,25.9,COc1ccc(NC(=O)c2cccn(CC=C(C)C)c2=O)cc1
-0.3,0.33,-454.6,CN1CCC(=NNC(=O)CN(c2ccc(Oc3ccccc3)cc2)S(C)(=O)=O)CC1
.,.,0.0,COc1cc(/C=C2\C(=O)NN(c3ccc(C)cc3)C2=O)cc([N+](=O)[O-])c1O
-0.45,0.06,-9.7,COC(=O)c1[nH]c2ccc(C)cc2c1NS(=O)(=O)c1ccc(F)cc1
-0.04,-0.11,17.1,Cc1ccc(C)c(NC(=S)NNC(=O)c2sccc2C)c1
-0.12,2.19,.,O=C(Nc1ccc(Cl)cc1)NC1(C(=O)NCCCN2CCOCC2)CCCCC1
-0.58,0.25,25.7,O=C(O)CCC(=O)NNC(=O)CCCOc1ccc(Cl)cc1Cl
.,.,30.6,Cc1ccc(-c2nnc(N3CCN(C(=O)CN4C(=O)c5ccccc5C4=O)CC3)c3ccccc23)cc1
-0.01,-0.37,-68.8,Cc1nc2sc(C(=O)O)c(N)c2c2c1COC(C)(C)C2
0.93,0.35,.,Cc1cc(NC(=O)CN2CCC(n3nnc4cc(C(F)(F)F)ccc43)CC2)no1
0.94,1.28,-37.5,CCC(C)[C@H](NC(=O)N1CCN(C)CC1)C(=O)OC (stereo not given in full)
-0.45,0.1,41.9,COC(=O)C1(S(=O)(=O)C2(C(=O)OC)CCCC2)CCCC1
-0.61,0.07,-35.7,O=C(c1ccc2snnc2c1)N1CCSCC1
2.1,2.13,.,Cc1ccc(C(=O)C[n+]2ccc(-c3nnc4n3CCC4)cc2)cc1
-1.16,-0.1,43.8,CCOC(=O)c1ccc(NC(=O)C2CCN(S(=O)(=O)CC)CC2)cc1

13 entries already listed, sorted by number of heavy atoms, lowest first.
sdo1 growth Rescue 24 h,sdo1 growth,INS promoter inh,SMILES
-0.61,0.07,-35.7,O=C(c1ccc2snnc2c1)N1CCSCC1
0.94,1.28,-37.5,CCC(C)[C@H](NC(=O)N1CCN(C)CC1)C(=O)OC (stereo not given in full)
-0.01,-0.37,-68.8,Cc1nc2sc(C(=O)O)c(N)c2c2c1COC(C)(C)C2
-0.04,-0.11,17.1,Cc1ccc(C)c(NC(=S)NNC(=O)c2sccc2C)c1
.,.,25.9,COc1ccc(NC(=O)c2cccn(CC=C(C)C)c2=O)cc1
2.1,2.13,.,Cc1ccc(C(=O)C[n+]2ccc(-c3nnc4n3CCC4)cc2)cc1
-1.16,-0.1,43.8,CCOC(=O)c1ccc(NC(=O)C2CCN(S(=O)(=O)CC)CC2)cc1
.,.,0.0,COc1cc(/C=C2\C(=O)NN(c3ccc(C)cc3)C2=O)cc([N+](=O)[O-])c1O
0.93,0.35,.,Cc1cc(NC(=O)CN2CCC(n3nnc4cc(C(F)(F)F)ccc43)CC2)no1
-0.3,0.33,-454.6,CN1CCC(=NNC(=O)CN(c2ccc(Oc3ccccc3)cc2)S(C)(=O)=O)CC1
0.12,0.7,-9.1,CC(=O)NC1C(OCc2ccccc2)OC(COC(C)=O)C(OC(C)=O)C1OC(C)=O (stereo not given)
-0.9,-0.19,.,Cc1ccc(C)c(-n2c(CNC(=O)c3ccco3)nnc2SCC(=O)Nc2nnc(C)s2)c1
.,.,30.6,Cc1ccc(-c2nnc(N3CCN(C(=O)CN4C(=O)c5ccccc5C4=O)CC3)c3ccccc23)cc1

Next part
sdo1 growth Rescue 24 h,sdo1 growth,INS promoter inh,SMILES
-0.89,-0.69,7.1,CC(=O)Nc1cc(C(=O)OCC(=O)c2ccc(C)cc2)ccc1C
-1.34,-0.94,0.0,c1ccc(-c2csc3ncnc(N4CCc5ccccc5C4)c23)cc1
2.1,-0.4,-10.7,O=C(On1c(-c2ccccc2)nc2ccccc2c1=O)c1ccco1
-1.42,-1.64,2.6,O=C(COC(=O)c1ccc([N+](=O)[O-])s1)Nc1ccccc1
.,.,18.2,CC(=O)NCCNC(=O)c1oc2ccccc2c1CSc1ncn[nH]1
-0.04,0.5,24.1,CCOC(=O)N1CCN(C(=O)CN2C(=O)CC(C)(C)S(=O)(=O)c3ccccc32)CC1
-0.67,-0.24,17.8,COc1ccc(CNS(=O)(=O)c2ccc3c(c2)CCN3C(=O)C2CC2)cc1
0.47,0.66,.,COc1ccccc1-c1nnc(NC(=O)c2ccc(S(=O)(=O)N(C)C)cc2)o1
0.21,1.41,11.8,CCOC(=O)Nc1cccc(NC(=O)c2cc(OC)cc(OC)c2)c1
.,.,-6.7,Cc1cc(NC(=O)c2ccc(C#N)cc2)n(-c2ccccn2)n1
1.36,0.93,13.6,COc1ccc(F)cc1S(=O)(=O)Nc1ccc(C)cc1
-0.42,-0.47,-38.5,OC(COCc1ccccc1)CN1CCCC1 (stereo not given)
-1.35,-0.92,.,CCOc1ccccc1Oc1c(C)oc2cc(OC(=O)N3CCOCC3)ccc2c1=O
2.03,1.43,-12.5,COc1ccc(-n2nnnc2SCC(=O)Nc2nnc(C)s2)cc1OC
-1.23,0.48,-14.3,O=S(=O)(NCCNS(=O)(=O)c1cccs1)c1cccs1
-1.03,-1.01,-13.3,O=C(CN1CCc2ccccc21)Nc1ccc2c(c1)OCO2
-0.39,-0.05,-3.5,CCOc1ccccc1NC(=S)N(CCCN1CCOCC1)Cc1cn(C)c2ccccc12
.,.,-11.1,COc1ccc(C(=O)Nc2ccc3nc(C)sc3c2)cc1OC
-0.35,-0.21,30.8,CCCCCCn1c(C(C)O)nc2ccccc21 (stereo not given)
0.46,0.85,.,C=CCNC(=S)NNC(=O)c1ccc2c(c1)OCO2
-1,-0.57,.,COc1ccc(CCn2c(=N)c(C(=O)N3CCN(C)CC3)cc3c(=O)n4ccccc4nc32)cc1
-1.01,-0.05,-29.0,CCS(=O)(=O)Nc1cccc(C2=NN(S(=O)(=O)c3ccccc3)C(c3cccs3)C2)c1 (stereo not given)
1.97,1.47,21.1,CCNc1nc(NCC)nc(OCCOC(C)=O)n1
-0.11,-0.4,24.1,CC(C)(C)Cc1nnc(NC(=O)c2cc(-c3ccccc3)nc3ccccc23)s1
.,.,-35.7,O=[N+]([O-])c1ccc(N2CCCCC2)s1
.,.,-7.1,O=C(Nc1ccc(NS(=O)(=O)c2ccccc2)cc1)c1cccnc1
-0.32,-0.44,-15.4,O=C(CSCC(=O)N1CCCCC1)OCC(=O)c1c[nH]c2ccccc12
0.94,0.53,-37.9,CS(=O)(=O)N1CCC(C(=O)Nc2ccc3c(c2)OCCO3)CC1
1.58,0.9,.,CC(=O)c1ccc(N2CCN(C(=O)C3CCN(S(=O)(=O)Cc4ccccc4)CC3)CC2)cc1
0.02,0.25,.,N#CCCSCc1ccc2oc(C(=O)O)cc2c1

Exported field by field: 2 of the compounds above.
> Cc1cc(NC(=O)c2ccc(C#N)cc2)n(-c2ccccn2)n1
  sdo1 growth Rescue 24 h: .
  sdo1 growth: .
  INS promoter inh: -6.7
> Cc1nnc2n(Cc3ccccc3)c(=O)c3c4c(sc3n12)COC(C(C)C)C4 (stereo not given)
  sdo1 growth Rescue 24 h: -1.11
  sdo1 growth: -1.86
  INS promoter inh: .

Going on with the list:
sdo1 growth Rescue 24 h,sdo1 growth,INS promoter inh,SMILES
.,.,26.7,S=c1[nH]nc(-c2ccc(Cl)cc2)n1CCCN1CCOCC1
.,.,5.0,O=C(/C=C/c1ccccc1[N+](=O)[O-])NCCN1C(=O)S/C(=C\c2ccc(F)cc2)C1=O
.,.,11.1,O=C1CC(c2ccco2)CC(O)=C1C=Nc1ccccc1-c1ccccc1 (stereo not given)
-2.59,-3.33,.,COCCn1c(SCc2nnc(-c3ccccc3)o2)nc2sc3c(c2c1=O)CCC3
.,.,15.8,CCC(=O)c1ccc(N2CCN(C(=O)c3cc([N+](=O)[O-])ccc3F)CC2)c(F)c1
.,.,25.0,CS(=O)(=O)c1ccc(C(=O)OCC(=O)NC2CCS(=O)(=O)C2)cc1[N+](=O)[O-] (stereo not given)
.,.,-21.4,CC1(C)CC2(CC(c3ccccc3)c3ccc(O)cc3O2)NC(=S)N1 (stereo not given)
.,.,23.5,COc1ccc(Br)cc1-c1nc(CCl)cs1
.,.,-5.9,COC(=O)Cc1ccc(NC(=S)NCc2ccco2)cc1
1.31,1.43,-53.1,N#CC1=C(SCC(=O)NC2CCCCC2)NC(=O)CC1c1ccco1 (stereo not given)
-0.42,0.39,28.0,COc1ccc2c(c1)c(C(=O)N/N=C/c1ccc(O)c(O)c1)c(C)n2C
0.08,0.12,.,Cn1c(=O)[nH]c2cc(Cl)cnc21
-0.44,-0.02,.,Cc1ccc(Nc2nc(C3CC3)cs2)cc1
-0.42,-0.18,-3.6,Cc1cc(C)cc(-n2c(C)cc(C(=O)CSc3nnnn3C)c2C)c1
-1.81,-1.7,14.8,COCCn1c(SCC(=O)N2CCc3ccccc3C2)nc2cc(Cl)ccc2c1=O
0.6,-0.23,.,Oc1c(C(c2ccccc2)N2CCN(Cc3ccccc3)CC2)sc2ncnn12 (stereo not given)
-1.74,-0.62,-103.5,Cc1cc(C)c(S(=O)(=O)N(C)CC(=O)N2CCCCC2)c(C)c1
1.02,0.47,.,Cc1cccn2c(=O)c3cc(C(=O)NC4CCS(=O)(=O)C4)sc3nc12 (stereo not given)
-0.27,0.45,38.9,COc1ccc(/C=C/C(=O)Nc2nc(C)c(C(=O)N(C)C)s2)cc1OC
0.21,0.25,22.6,FC(F)(F)c1ccc(-n2ccnc2)nc1
3.83,0.89,-42.9,Cn1c(=O)cc(OCCCC(=O)NCc2ccco2)c2ccccc21
0.64,0.59,0.0,COc1cc(/C=C2\SC(=S)N(Nc3ncc(C(F)(F)F)cc3Cl)C2=O)cc(OC)c1OC
-1.67,-1.69,-18.2,CC1Cc2nc(SCC(=O)N3CCc4ccccc43)n(C)c(=O)c2S1 (stereo not given)
0.75,0.74,.,CCCCOC(=O)C1[C@H]2C(=O)N(Cc3cccs3)C[C@]23C=C[C@H]1O3 (stereo not given in full)
-1.36,-0.97,24.1,O=C(c1cc(-c2ccco2)nc2ccccc12)N1CCN(c2ccc(F)cc2)CC1
.,.,-7.7,Cn1c(=O)c2c(nc(NCCCN3CCOCC3)n2Cc2cccc(Cl)c2)n(C)c1=O
-0.03,0.7,-15.8,Cc1[nH]n(-c2c(Cl)cc(Cl)cc2Cl)c(=O)c1C=Nc1ccc(S(=O)(=O)N2CCOCC2)cc1
-1.18,-0.17,-252.4,CCOC(=O)Cc1csc(NC(=O)CSc2nnc(-c3cccnc3)n2Cc2ccco2)n1
0.38,0.87,25.0,CCCCCC(=O)N1CCN(CCN=CC2=C(O)CC(c3ccc(OC)cc3)CC2=O)CC1 (stereo not given)
.,.,-70.4,O=C(O)CCCNC(=O)/C(=C\C=C\c1ccccc1)NC(=O)c1ccccc1Cl
.,.,-27.3,O=C(CCS(=O)(=O)Cc1ccccc1F)NCc1ccccc1Cl
.,.,-128.6,Cc1cccc(N(Cc2ccc(Cl)cc2)S(C)(=O)=O)c1
-0.46,-0.02,-105.3,CN(Cc1ccccc1)Cc1nc2c([nH]1)c(=O)n(C)c(=O)n2C
-1.37,-0.6,39.7,O=C(CN1CCN(S(=O)(=O)c2ccccc2)CC1)Nc1ccc([N+](=O)[O-])cc1
-0.47,-0.33,-3.6,C/C(=N\NC(=O)c1ccc(CN2CCOCC2)cc1)c1cccc([N+](=O)[O-])c1
0.65,0.26,.,Cc1ccc(CSCCNC(=O)/C=C/c2ccccc2Cl)cc1
0.13,0.04,-41.9,COc1ccc(NC(=S)NC(NC(=O)/C=C/c2ccccc2)C(Cl)(Cl)Cl)cc1 (stereo not given)
-0.58,-0.03,.,Cc1ccc(C2CC(c3cccc(Br)c3)n3nc(N)nc3N2)cc1 (stereo not given)
.,.,-16.7,COc1cc(/C=N/Nc2ccc(Cl)c(C(=O)O)c2)ccc1OCC(=O)N1C(C)CCCC1C (stereo not given)
.,.,25.0,COc1ccccc1/C=C(/NC(=O)c1ccc(Cl)cc1Cl)C(=O)O
-1.1,-0.52,8.6,CCC(C)NC(=O)C1c2cc(OC)c(OC)cc2C(=O)N(C)C1c1ccc(OC)cc1 (stereo not given)
0.53,1.39,-11.1,CCCCNC(=O)C1CCN(S(=O)(=O)N2CCCCCC2)CC1
0,-0.64,-15.6,Cc1ccc(CS(=O)(=O)Cc2ccc(C(=O)NCC3CCCO3)o2)cc1 (stereo not given)
